Assay outcomes: PubChem BioAssay, several laboratories
Rac1 GTP hydrolysis: MgcRacGAP GTPase-activating activity inhibitors, confirmation, biochemical, ADP Hunter fluorescence | inhibition, % at 30 µM, or IC50 in µM where a hit was titrated | MgcRacGAP-stimulated Rac1 GTP hydrolysis, ADP Hunter fluorescence; higher % means a stronger effect; GST-tagged Rac1 F28L mutant substrate | hit rate 0.6% among 340,000 | AID 624330;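 active = first-screen hits whose inhibition reached a set limit at any dose in the follow-up dose series; inconclusive = inhibition above the set first-screen limit but never retested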;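 also: fluorescence reports GDP produced by GAP-driven GTP hydrolysis; strong numbers were not always called active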
Myeloid diff MLP: promotes myeloid progenitor differentiation; ER-HoxA9 myeloid progenitors, lysozyme-GFP differentiation, flow cytometry; calls only at 10 µM; hit rate 1% among 360,000; AID 624256;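 active = normalized GFP-positive differentiation at or above the plate's own cutoff, the solvent-only control mean plus 3 SD; inconclusive = no clear call, values can overlap the other calls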;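 also: cells exposed to compound for four days before flow analysis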
WT yeast gro inh: growth inhibition of WT yeast, mitochondrial fusion screen; inhibition, % at 10 µM; mitochondrial fusion phenotypic screen, WT strain; hit rate 2.1% among 190,000; in the data active = inhibition above about 58%; tested in S. cerevisiae
West Nile virus CPE: inhibition of WNV-induced cytopathic effect – cell-based, CPE readout (AID 1621). West Nile virus-infected cells, CPE inhibition; higher % means a stronger effect. hit rate 0.02% among 290,000. CPE inhibition, % at 10 µM; hits with a dose series show IC50 in µM; in the data active = a potency from the dose series; inconclusive = CPE inhibition mostly from about 3.7% at the one dose, without a potency; inactive = the rest, 99 in 100 with CPE inhibition below about 2.2%; also: strong numbers were not always called active
Salmonella PhoP GFP: PhoP-dependent GFP reporter repression – Salmonella Typhimurium, primary screen (AID 1863); S. Typhimurium PhoP-regulated promoter GFP reporter, 4 h; higher % means a stronger effect; inhibition, % at 50 µM, or IC50 in µM where a hit was titrated; hit rate 0.16% among 300,000;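 active = inhibition over 29.93%, a cutoff 3 SD above the screen mean, later confirmed by dose response; inconclusive = inhibition over 29.93% but no dose response follow-up; inactive = inhibition at most 29.93% or unconfirmed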;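 also: 0% = low Mg2+ inducing control and 100% = high Mg2+ repressing control; strong numbers were not always called active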
Large T inhibition: SV40 large T antigen inhibitors, biochemical (AID 1903); inhibition, % at 20 µM, or IC50 in µM where a hit was titrated; hit rate 0.39% among 310,000; SV40 large T antigen ATPase/helicase inhibition assay; higher % means a stronger effect; in the data active = a potency from the dose series; inconclusive = inhibition mostly from about 32% at the one dose, without a potency; inactive = the rest, 99 in 100 with inhibition below about 32%; also: strong numbers were not always called active
b-catenin transl: alters nuclear translocation of beta-catenin in HeLa cells. immunofluorescence imaging. nuclear translocation activity, % at 5 µM. hit rate 0.3% among 190,000. AID 1665;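 active = nuclear translocation activity above 50% at 5 µM, with a well cell count of 50 or more; inconclusive = wells under 50 cells across six images, flagged as toxic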;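 also: per-cell ratio of nuclear to cytoplasmic median beta-catenin stain intensity; plate controls were DMSO negative control for no effect and GSK-3 inhibitor IX positive control for full effect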
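Assay system: human HeLa cells, native beta-catenin; doses: 5 µM primary, 0.02–20 µM confirmation; incubation: compound treatment 24 h, 37°C, 5% CO2; technique: fluorescence imaging of beta-catenin antibody stain plus DAPI; measure: % activation, nuclear-to-cytoplasmic median beta-catenin signal ratio per cell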
RSV CPE inhibition: inhibition of RSV-induced cytopathic effect – HEp-2 cells, primary 10 µM value included (AID 2391); HEp-2 cells, RSV-induced CPE inhibition; higher % means a stronger effect; CPE inhibition, % at 10 µM, or IC50 in µM where a hit was titrated; hit rate 0.13% among 310,000; in the data active = a potency from the dose series; inconclusive = CPE inhibition mostly from about 23% at the one dose, without a potency; inactive = the rest, 99 in 100 with CPE inhibition below about 21%; also: strong numbers were not always called active
T cell HTS: modulates CD8 T cell binding to vesicles; 2C CD8+ T cell-vesicle binding, flow cytometry; hits give low values; hit rate 0.068% among 330,000; calls only at 7 µM;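 active = response, share of CD8 T cells binding vesicles, and their 90th percentile fluorescence all below set limits, cut at about 80% in these data, passing the limit was not always enough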
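incubation = binding step 1.5 h, 37 °C, antibody labelling 20 min, ice | test system = 2C mouse CD8+ T cells | read-out basis = percent CD8+ FL2 mean versus row control | controls = Peptide-free naked vesicles (low) and QL9 vesicles with 0.7% DMSO vehicle (high) | detection = flow cytometry of vesicle-bound cells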
WT yeast gro inh mutant strain: second read-out of WT yeast gro inh, no call of its own (marks repeat the call); inhibition, %; mitochondrial fusion phenotypic screen, mutant strain inhibition
b-catenin transl cell count 5 µM: also measured in b-catenin transl; calls as there; cell count; measured here: cell count, cytotoxicity flag
T cell HTS vesicle-bound %: also measured in T cell HTS; calls as there; double positive events, %; measured here: CD8+ vesicle-bound cell fraction;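 binding gate set so that unloaded-vesicle control wells show 10% double positive cells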
Myeloid diff MLP GFP+ MAC1+ %: second read-out of Myeloid diff MLP, no call of its own (marks repeat the call); GFP+ MAC1+ double positive, %; measured here: differentiation confirmed by MAC1 staining
* hit, by the source's call; i = inactive; u = inconclusive; x = not tested or not shown; + = active, no number.

SMILES	Rac1 GTP hydrolysis	Myeloid diff MLP	Myeloid diff MLP GFP+ MAC1+ %	WT yeast gro inh	WT yeast gro inh mutant strain	West Nile virus CPE	Salmonella PhoP GFP	Large T inhibition	b-catenin transl	b-catenin transl cell count 5 µM	RSV CPE inhibition	T cell HTS	T cell HTS vesicle-bound %
CC1CCc2c(sc3nc(SCC(=O)O)n(-c4ccccc4)c(=O)c23)C1 (centres undefined)	13.7%	i	0.1	x	x	-0.1%	-5.6%	20.4%	0.2	1338	6.4%	i	45.9
Cc1cc(C)c2nc(Cl)c(CN(Cc3ccco3)C(=O)Nc3ccccc3C)cc2c1	0.5%	u	x	49.0	37.3	1.1%	18.9%	5.3%	-1.0	1136	3.5%	i	22.3
Cn1nc(C(=O)NCc2ccccn2)c2ccccc2c1=O	7.2%	i	0.7	-7.7	-6.8	0.5%	-11.8%	5.8%	x	x	2.4%	i	8.8
COc1cccc(CNC(=O)CCCN2C(=O)C(c3ccccc3)Oc3cccnc32)c1OC (centres undefined)	13.7%	i	0.5	x	x	-0.2%	1.7%	9.9%	x	x	2.2%	i	20.9
Cc1nn(C)cc1CNCc1c(C(=O)N2CCCCC2)nc2c(C)cccn12	3.5%	x	x	21.3	-1.7	-0.3%	7.4%	9.2%	-0.6	1502	-0.6%	i	31.3
Cc1ccc(-n2c(CNc3cccc(Cl)c3)n[nH]c2=S)cc1	-10.3%	i	0.1	19.3	0.5	-0.6%	10.4%	2.6%	-4.3	967	5.8%	i	36.9
O=C(CCc1ccccc1)NC1(Cc2ccccc2)CCN(CCc2cccs2)C1=O (centres undefined)	7.5%	i	2.8	x	x	x	x	x	x	x	1.8%	i	48.0
O=CNCc1nc2ccccc2n1CCc1ccccc1	5.0%	i	0.3	x	x	0.0%	-6.4%	1.8%	x	x	0.4%	i	65.1
CCCCN(CC)S(=O)(=O)c1ccc(C(=O)N(CCCN(C)C)c2nc3cc(C)cc(C)c3s2)cc1	1.6%	i	0.2	95.8*	68.5*	-0.3%	2.1%	13.2%	-4.6	921	73.9%	i	21.1
O=C(Nc1nc(-c2ccc(F)cc2)cs1)c1cccc(N2C(=O)CCC2=O)c1	4.1%	i	1.2	x	x	0.0%	-6.2%	1.7%	x	x	3.1%	i	47.2
COc1ccccc1-c1oc2ccccc2c1C#CCCO	7.8%	i	1.0	x	x	x	x	x	x	x	3.4%	i	38.0
CC1C2C(c3ccccc3)N(C)C(=O)N(C)C2N(C)C(=O)N1C (centres undefined)	2.6%	i	1.9	3.7	-1.9	0.1%	1.8%	-2.8%	3.3	1167	1.2%	i	15.8
COCCn1c(-c2ccc(-c3ccc([N+](=O)[O-])cc3Br)o2)nc2c1c(=O)[nH]c(=O)n2CC(C)C	2.2%	+	1.8*	47.8	33.4	0.1%	-2.3%	3.0%	-2.4	1028	5.0%	i	36.9
COc1cccc(NC(=O)COc2c(F)c(F)c(C(F)(F)F)c(F)c2F)c1	8.8%	i	0.7	-8.0	-1.6	-0.7%	-4.9%	6.4%	0.2	1168	13.6%	i	48.1
O=C(OCC(=O)N1CCCC1=O)C1CCN(S(=O)(=O)c2ccc(Cl)c(C(F)(F)F)c2)CC1	-1.3%	i	0.5	x	x	x	x	x	x	x	3.5%	i	36.5
OC(COc1ccc(Cl)cc1)CN1CCN(c2cccc(Cl)c2)CC1 (centres undefined)	-0.1%	i	0.0	x	x	-0.3%	3.0%	10.5%	0.6	1276	15.1%	i	30.6
Cc1cc(-c2nnc(SCC(=O)NC3CCCC3)o2)no1	2.9%	i	1.1	8.3	-13.7	0.2%	-3.1%	-9.5%	-1.9	974	-0.2%	i	21.6
Cc1c(NC(=O)COC(=O)c2ccc(F)c(S(=O)(=O)N3CCOCC3)c2)c(=O)n(-c2ccccc2)n1C	1.3%	i	0.6	-13.0	-6.4	0.1%	4.0%	7.7%	0.8	996	2.8%	i	8.9
COc1ccc(CNC2CCSc3ccccc32)cc1OC (centres undefined)	31.7%	i	0.5	x	x	0.1%	3.2%	7.7%	x	x	2.8%	i	43.6
CN1C(=O)C(C)(C)N(C(=O)c2cccc([N+](=O)[O-])c2)c2ccccc21	14.1%	i	0.6	x	x	-0.7%	0.1%	20.0%	x	x	0.4%	i	46.3
CCC(=O)Nc1ccc2c(c1)ncn2-c1ccccc1C	6.3%	i	0.4	4.0	5.5	0.1%	7.9%	5.4%	0.7	1541	3.3%	i	20.5
Nc1ncnc(Nc2cccc(F)c2)n1	5.0%	i	0.6	x	x	0.1%	-10.0%	13.9%	0.1	1305	0.6%	i	48.0
COc1ccc(C(=O)COC(=O)CCN2C(=O)C3C4CCC(C4)C3C2=O)cc1 (centres undefined)	15.7%	i	0.1	-1.3	-3.0	-0.2%	1.5%	-1.6%	x	x	1.0%	i	54.6
CCN(CC(=O)NCc1ccc(Cl)cc1)C(=O)COc1ccc(C)cc1C	-10.4%	i	1.5	x	x	-0.6%	-1.6%	6.2%	x	x	4.4%	i	61.8
Cn1c(SC/C=C/c2ccccc2)nnc1-c1cccs1	8.3%	i	1.4	-7.9	-18.0	-1.4%	-5.5%	9.1%	0.3	1158	7.3%	i	32.8
C=CCSc1nc(N)cc(=O)[nH]1	8.5%	i	0.6	x	x	0.5%	13.8%	4.2%	0.5	1289	1.4%	i	41.5
O=C1CC(c2cccc(Br)c2)C2=C(COC2=O)N1 (centres undefined)	-4.1%	i	0.2	-1.0	2.1	-0.1%	-1.2%	22.4%	-2.5	1046	-0.9%	i	49.0
Cc1ccccc1N1CCN(S(=O)(=O)CC23CCC(CC2=O)C3(C)C)CC1 (centres undefined)	2.8%	i	0.6	x	x	-0.8%	10.5%	0.2%	x	x	7.0%	i	58.8
CC1Cc2ccccc2N1C(=O)Cn1nnc(-c2ccccc2NC(=O)C2CCC2)n1 (centres undefined)	2.4%	i	24.5	3.0	-11.8	0.1%	-1.2%	-2.8%	-1.7	1195	0.2%	i	x
COc1ccc(Cc2nc(-c3ccc(Cl)cc3)no2)cc1	7.0%	i	0.5	31.1	32.0	-0.9%	3.2%	0.8%	0.2	1058	20.8%	i	26.6
CCOC(=O)c1c(C)[nH]c(C(=O)OCC(=O)Nc2ccccc2)c1C	0.6%	i	0.8	x	x	x	x	x	x	x	-0.1%	i	11.1
c1ccc(Oc2nnc(-c3cccs3)c3ccccc23)cc1	7.7%	i	0.5	-11.3	-16.1	0.6%	4.9%	6.8%	2.2	912	4.0%	i	41.1
O=C1C2CC=C(Cl)CC2C(=O)N1CCc1ccccc1 (centres undefined)	-4.0%	i	7.5	4.3	17.7	-0.1%	15.1%	17.8%	x	x	-0.3%	i	19.3
COc1cccc(CNC(=O)CS(=O)(=O)Cc2nc(-c3ccc(C)cc3)oc2C)c1OC	9.5%	i	6.2	x	x	-1.1%	x	6.3%	x	x	2.0%	i	18.5
Cc1cc(=O)c2c(O)c(O)ccc2o1	32.2µM*	i	0.8	12.6	3.4	-0.2%	4.6%	27.4%	3.8	1397	3.4%	i	16.5
CCC(C)N1C(=O)S/C(=C/c2ccc(N3CCOCC3)cc2C)C1=O (centres undefined)	9.2%	i	0.7	18.8	13.8	-1.7%	-7.9%	6.1%	x	x	6.9%	i	31.8
CCOc1nc(-c2ccccc2)ccc1-c1noc(COc2ccccc2)n1	8.2%	i	0.5	-0.1	9.2	-0.1%	-3.5%	20.9%	0.1	578	4.0%	i	29.0
COc1ccc(-n2c(=S)[nH]c3ccccc3c2=S)cc1	5.3%	i	0.4	x	x	-0.6%	2.6%	4.7%	x	x	0.8%	i	22.9
CSc1ccccc1NC(=O)CN(Cc1ccc(Cl)cc1)S(C)(=O)=O	4.3%	i	0.7	6.4	-9.8	-1.1%	22.5%	6.6%	-1.3	1217	1.2%	i	8.0
COC(=O)c1ccc(N2CCN(C)CC2)c(NC(=O)COc2ccccc2Cl)c1	4.8%	i	0.2	x	x	0.1%	-2.1%	-4.8%	x	x	-0.2%	i	35.9
O=C(COC(=O)C1(c2ccc(Cl)cc2)CCCC1)NCc1ccco1	8.9%	i	0.4	0.8	16.2	-0.8%	0.3%	18.2%	-2.0	1058	1.4%	i	36.5
Cc1cccc2sc(N(CCCN(C)C)C(=O)COc3ccc(Cl)cc3)nc12	7.3%	i	0.5	89.7*	88.7*	1.2%	5.3%	1.7%	0.4	1030	1.2%	i	45.6
Cc1nc(Nc2cccc(Cl)c2)c2oc3ccccc3c2n1	x	i	0.0	x	x	-0.7%	7.5%	3.1%	x	x	4.1%	i	17.3
O=C(COc1ccc(Cl)cc1Cl)Nc1ccc(CN2CCCCC2)cc1	6.1%	i	0.1	16.8	17.9	-0.2%	6.6%	16.5%	0.8	1492	3.7%	i	58.9
COC(=O)[C@]1(Cc2ccccc2)N[C@H](c2ccc(-c3ccc4c(c3)OCO4)cc2)[C@@H]2C(=O)N(C)C(=O)[C@@H]21	4.5%	i	2.9	x	x	x	x	6.8%	x	x	7.0%	i	46.5
COc1ccc(C(=O)CSc2nnc(-c3ccccc3)o2)cc1	11.1%	i	0.6	-10.3	0.4	0.1%	5.0%	6.0%	-1.9	895	-0.7%	i	60.7
COc1ccccc1N(CC(=O)NCc1ccc2c(c1)OCO2)C(=O)CCC(=O)Nc1nccs1	7.0%	i	1.9	x	x	-0.1%	7.8%	5.5%	x	x	6.9%	i	30.6
COc1ccc(Oc2nnc(-c3ccccc3)cc2C#N)cc1	-10.8%	i	0.4	-7.8	4.4	-0.2%	-11.5%	-0.8%	3.6	1437	0.1%	i	56.8
